TRPC4 agonist: activators of mouse TRPC4 channel, primary screen, Fluo4 calcium, HEK293 TRPC4beta/mu-opioid cells; 310,000 compounds, 0.49% hits; Fluo4 calcium fluorescence; stronger effect = higher value; B-score at 10 µM; AID 2237, 2010;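 active means B-score above 5 SD of library B-scores, and initial fluorescence ratio not above library mean plus 5 SD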;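 further: positive B-score marks a calcium rise read as TRPC4 activation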
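Assay system: HEK293 cells stably co-expressing mouse TRPC4beta and mu-opioid receptor / Timing: Fluo4 dye loading 45 min at room temperature, 110 s recording / Signal: Fluo4 calcium-sensitive dye fluorescence, kinetic, 1 Hz baseline / Read-out: integrated baseline-normalised fluorescence ratio, converted to per-well B score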
TRPC6 activator: mouse TRPC6 channel activators, primary screen, cell-based, HEK293, membrane potential dye. Short transient receptor potential channel 6 (Mus musculus), Q61143. HEK293-TRPC6 membrane potential dye fluorescence; stronger effect = higher value. B-score at 10 µM. 310,000 compounds, 0.13% hits. AID 2550, 2010;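 active means B-score of the integrated fluorescence ratio above library mean plus 3 SD, and starting fluorescence ratio within library mean plus 5 SD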;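 further: higher score means more depolarization so channel activation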
aSyn 5UTR inh: MLPCN primary screen, SNCA 5' untranslated region; alpha-synuclein 5'UTR reporter, inhibitor activity; inhibition, % (tested at 7.5 µM); 300,000 compounds, 0.82% hits; AID 1813, 2009; in the data active means inhibition above about 60%;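 further: H4 neuroglioblastoma cells stably carrying SNCA 5'UTR luciferase fusion; 0% = DMSO wells and 100% = positive control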
MrgX1 antag: antagonists of human MrgX1 receptor, primary screen, HEK293 cells, Fluo-4 calcium flux. Mas-related G-protein coupled receptor member X1 (Homo sapiens), Q96LB2. BAM8-22 antagonism; stronger effect = lower value. B-score at 10 µM. 310,000 compounds, 1.3% hits. AID 588676, 2011;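 active means calcium-response B-score plate-corrected more than 3 library SD below zero, starting fluorescence within 5 deviations, no agonist response on first addition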;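 further: peak minus trough fluorescence over baseline after final BAM8-22 challenge near maximal dose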
Target sequence (Q96LB2 whole entry, looked up): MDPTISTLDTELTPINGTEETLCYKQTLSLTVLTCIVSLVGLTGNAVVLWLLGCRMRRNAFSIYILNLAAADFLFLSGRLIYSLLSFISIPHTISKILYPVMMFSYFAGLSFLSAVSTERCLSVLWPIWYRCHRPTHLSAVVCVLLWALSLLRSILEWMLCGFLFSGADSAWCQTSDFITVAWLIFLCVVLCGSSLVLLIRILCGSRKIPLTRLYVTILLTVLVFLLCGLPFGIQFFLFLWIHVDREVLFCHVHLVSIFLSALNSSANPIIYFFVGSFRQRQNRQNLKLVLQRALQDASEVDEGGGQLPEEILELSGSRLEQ
TRPC6 inhibitor: mouse TRPC6 channel inhibitors, primary screen, cell-based, HEK293, membrane potential dye | Short transient receptor potential channel 6 (Mus musculus), Q61143 | ACh-evoked depolarization; stronger effect = lower value | B-score at 10 µM | 310,000 compounds, 1.1% hits;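 active means B-score under library mean minus 3 SD, initial fluorescence not abnormally high, positive integrated signal ratio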;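 further: B-score derived from integrated fluorescence ratio over the kinetic read; more negative B-score means stronger inhibition of depolarization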
TRPC4 PAM: positive allosteric modulators of TRPC4, primary screen, cell-based, mouse TRPC4beta, HEK293 mu-opioid, Fluo-4 calcium. Short transient receptor potential channel 4 (Mus musculus), Q9QUQ5. DAMGO EC20, Fluo-4 Ca2+ flux; stronger effect = higher value. B-score at 10 µM. 310,000 compounds, 0.42% hits. AID 2227, 2009;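 active means B-score of calcium response area above 5 SD of library B-scores, with initial fluorescence ratio within 5 SD of library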;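 further: B-score of integrated fluorescence ratio over time as area under calcium response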
TRPC4 inh: inhibitors of mouse TRPC4 channel, primary screen, Fluo4 calcium, HEK293 TRPC4beta/mu-opioid cells; DAMGO-evoked Fluo4 calcium flux; stronger effect = lower value; B-score at 10 µM; 300,000 compounds, 0.39% hits;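 active means B-score over 3 SD under the library average, no early fluorescence shift, positive overall ratio signal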
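test system = HEK293 cells with stable TRPC4beta plus mu-opioid receptor expression | detection = Fluo4 Ca2+ flux fluorescence | read-out = integrated fluorescence ratio relative to baseline, converted to per-well B score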
IEC-6 tox: cytotoxicity in IEC-6 intestinal epithelial cells, primary screen, cytotoxicity control for KLF5 inhibitor project, cell-based, luminescence; inhibition, % at 5 µM; IEC-6 cytotoxicity, luminescence viability; AID 1825, 2009; 290,000 compounds, 0.78% hits; in the data active means inhibition above about 22%;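 further: 0% = plate median of test compound wells and 100% = cytotoxic reference compound wells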
SKKanGAS inh: S. pyogenes SKKanGAS growth inhibitors in kanamycin, primary screen, streptokinase expression inhibitor project, SKKanGAS strain, BacTiter-Glo luminescence. 6 h. inhibition, % at 7.5 µM. 300,000 compounds, 1.3% hits;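 active means mean replicate score, as percent of positive control median, at least 50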;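 further: strain carries kanamycin resistance gene driven by streptokinase promoter and grows in 40 µg/ml kanamycin; loss of luminescence reflects streptokinase promoter inhibition or plain growth inhibition; 0% = median of DMSO wells and 100% = positive control at its reference dose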
KLF5 inhibitor: KLF5 expression inhibitors, primary screen, DLD-1 cells, luminescence; inhibition, % at 5 µM; 290,000 compounds, 0.23% hits; DLD-1 KLF5 promoter-luciferase reporter;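 active means inhibition above a per-plate limit of that plate's mean compound inhibition plus 3 SD, cut at about 60% in these data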;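 further: 0% = DMSO wells and 100% = LY294002 at 200 µM; higher means less KLF5 promoter-driven luciferase light; inactives centre near -14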
HIF activator: HIF pathway transcriptional activators, primary screen, cell-based, U2OS HRE-luciferase, luminescence | U2OS HRE-luciferase reporter; normalized: DMSO 0%, desferrioxamine 100% | activation, % at 7.5 µM (by protocol) | 300,000 compounds, 0.32% hits | AID 1910, 2009;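 active means mean activation of at least 10% of the iron chelator positive control signal, with at least half of replicates also reaching 10%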
An asterisk follows results filed as active; i = inactive; . = not tested or not shown.

Sequence of screens – TRPC4 agonist	TRPC6 activator	aSyn 5UTR inh	MrgX1 antag	TRPC6 inhibitor	TRPC4 PAM	TRPC4 inh	IEC-6 tox	SKKanGAS inh	KLF5 inhibitor	HIF activator
Cc1[nH]c2ccccc2c1C(=O)CN1CCCCC1CCO (stereo unspecified)
→ i	i	25.3	i	i	i	i	-1.6	-12.2	-25.7	-0.5
CCC(C)NC(=O)c1cn(CCOC)c(=O)c2c1c1ccccc1n2C (stereo unspecified)
→ i	i	5.0	i	i	i	i	-0.1	10.4	-1.1	-2.4
CCNC(=O)NC(C(=O)OC)C12CC3CC(CC(C3)C1)C2 (stereo unspecified)
→ i	i	-7.7	i	i	i	i	1.0	-1.3	-15.8	-1.9
CC(=O)c1ccccc1OCCOCCOc1ccccc1C(C)=O
→ i	i	-9.8	i	i	i	i	-5.5	-0.9	-2.1	0.1
CCCNC(=O)c1c(N)n(-c2cc(OC)cc(OC)c2)c2nc3ccccc3nc12
→ i	i	-1.8	i	i	i	i	7.3	18.4	-6.7	-0.3
CCOC(=O)CN1C(=O)SC(Nc2ccc(C)cc2)C1=O (stereo unspecified)
→ i	i	19.1	i	i	i	i	-3.6	-2.1	6.4	-1.0
CCN(CC)C(=O)C(=O)N/N=C/c1ccc(Br)cc1
→ i	i	-9.1	i	i	i	i	1.9	2.2	-13.3	0.2
O=C(CSc1nnc(-c2ccc3c(c2)OCCO3)o1)N1CCCC1
→ i	i	-47.5	i	i	i	i	-2.4	-11.8	-92.1	-0.3
COC(=O)[C@@H]1C[C@H]2CC[C@H](O)C[C@H]2N1Cc1ccccc1OC(=O)c1cccs1
→ i	i	4.4	i	i	i	i	.	2.0	.	-0.9
CCOc1ccc(-c2noc(CCCC(=O)NCC3CCCO3)n2)cc1OC (stereo unspecified)
→ i	i	2.7	i	i	i	i	1.3	17.8	-20.3	0.5

More entries follow:
Sequence of screens – TRPC4 agonist	TRPC6 activator	aSyn 5UTR inh	MrgX1 antag	TRPC6 inhibitor	TRPC4 PAM	TRPC4 inh	IEC-6 tox	SKKanGAS inh	KLF5 inhibitor	HIF activator
CCNC(=O)COc1ncnc2scc(-c3ccc(F)cc3)c12
→ i	i	8.6	i	i	i	i	-1.5	6.1	-2.3	-1.2
COc1ccc(NC(=O)CSc2nnc3ccc(-c4ccccn4)nn23)c(OC)c1
→ i	i	8.7	i	i	i	i	.	3.4	.	-0.4
Cc1ccc(C2(C)NC(=O)N(CC(=O)Nc3ccccc3C(=O)NC3CCCC3)C2=O)cc1 (stereo unspecified)
→ i	i	1.1	i	i	i	i	.	-0.2	.	0.9
O=C(c1ccco1)N1CCN(C(=O)c2cnn3cccnc23)CC1
→ i	i	11.5	i	i	i	i	0.5	2.5	-22.8	-0.1
CC(=O)c1c(-c2ccccc2)c2cc(Cl)ccc2[nH]c1=O
→ i	i	-13.6	i	i	i	i	13.6	-6.2	6.9	-0.2
Clc1ccc(-c2cnc3n2CCC3)cc1
→ i	i	-103.1	i	i	i	i	-1.9	-5.5	1.7	2.6
Cc1ccc(N=C2NC(=O)/C(=C\c3ccsc3)S2)c(C)c1
→ i	i	6.8	i	i	i	i	3.5	14.0	-7.3	-0.5
CN1CCC(N(C)C(=O)CNC(=O)c2ccc(C(C)(C)C)cc2)CC1
→ i	i	5.4	i	i	i	i	1.4	0.3	-25.2	-0.2
Cc1nc(C(=O)N2CCCC(C(=O)c3cccc(OC(C)C)c3)C2)cs1 (stereo unspecified)
→ i	i	14.0	i	i	i	i	-2.6	-0.6	-11.0	-0.1
COc1cccc(N2CCN(C(=O)c3ccc(CS(=O)Cc4ccccc4Cl)o3)CC2)c1 (stereo unspecified)
→ i	i	26.6	i	i	i	i	2.1	-0.1	-9.2	-0.8

Compounds shown so far with an aryl thioether with sulfur outside any ring, in the order listed:
Sequence of screens – TRPC4 agonist	TRPC6 activator	aSyn 5UTR inh	MrgX1 antag	TRPC6 inhibitor	TRPC4 PAM	TRPC4 inh	IEC-6 tox	SKKanGAS inh	KLF5 inhibitor	HIF activator
O=C(CSc1nnc(-c2ccc3c(c2)OCCO3)o1)N1CCCC1
→ i	i	-47.5	i	i	i	i	-2.4	-11.8	-92.1	-0.3
COc1ccc(NC(=O)CSc2nnc3ccc(-c4ccccn4)nn23)c(OC)c1
→ i	i	8.7	i	i	i	i	.	3.4	.	-0.4

More results.
Sequence of screens – TRPC4 agonist	TRPC6 activator	aSyn 5UTR inh	MrgX1 antag	TRPC6 inhibitor	TRPC4 PAM	TRPC4 inh	IEC-6 tox	SKKanGAS inh	KLF5 inhibitor	HIF activator
CNS(=O)(=O)c1cccc(C(=O)NC2CCCc3ccccc32)c1 (stereo unspecified)
→ i	i	4.8	i	i	i	i	0.4	5.0	-21.8	-0.3
N#Cc1nc(-c2ccc(F)cc2)oc1N1CCN(C(=O)c2ccco2)CC1
→ i	i	3.7	i	i	i	i	-10.2	-10.3	-8.3	0.0
COc1ccc(NC(=O)CS(=O)(=O)c2ccc(F)cc2)cc1
→ i	i	-32.2	i	i	i	i	-1.3	4.0	-28.1	0.8
CSc1ccccc1-n1nnnc1SCc1ccccc1
→ i	i	6.3	i	i	i	i	-6.1	11.4	-21.1	-0.1
COC(=O)c1cc(C#N)c(N2CC(C)OC(C)C2)nc1C (stereo unspecified)
→ i	i	-13.7	i	i	i	i	-1.9	-0.6	-26.4	-0.1
Oc1ccc(Cl)cc1-c1cc(C(F)(F)C(F)F)nc(-c2ccccc2)n1
→ i	i	44.5	i	i	i	i	-1.4	1.6	-31.6	0.3
CC1Cc2ccccc2N1CC(=O)NCc1ccc2c(c1)OCO2 (stereo unspecified)
→ i	i	-1.8	i	i	i	i	-5.3	11.0	2.1	0.0
Cc1cc(C(=O)COC(=O)c2ccc(O)cc2)c(C)n1Cc1ccco1
→ i	i	-139.7	i	i	i	i	-3.2	-1.5	-156.2	2.1
CC(=O)n1cc([C@@H]2C=C(C(=O)N3CCN(Cc4ccc5c(c4)OCO5)CC3)O[C@H](OCCCCO)C2)c2ccccc21
→ i	i	39.2	i	i	i	i	-4.0	11.2	4.6	-0.5
COC(=O)c1nnn(CC(=O)NC(=O)Nc2cccc(Cl)c2C)c1C(=O)OC
→ i	i	3.8	i	i	i	i	4.2	7.8	-17.0	0.9

(next part)
Sequence of screens – TRPC4 agonist	TRPC6 activator	aSyn 5UTR inh	MrgX1 antag	TRPC6 inhibitor	TRPC4 PAM	TRPC4 inh	IEC-6 tox	SKKanGAS inh	KLF5 inhibitor	HIF activator
Cc1ccc(NC(=O)CSC2=C(C#N)C(c3ccc4c(c3)OCO4)CC(=O)N2)cc1C (stereo unspecified)
→ i	i	7.4	i	i	i	i	7.1	5.1	-15.1	-0.5
Cc1ccnc(NC(=O)CCCNC(=O)c2ccc(Cl)cc2)c1
→ i	i	-181.7	i	i	i	i	.	-4.4	.	3.2
Cc1ccc(S(=O)(=O)C2CCCCC2=O)cc1 (stereo unspecified)
→ i	i	-14.5	i	i	i	i	-1.2	-14.8	-15.4	0.0
O=Cc1ccccc1OCCCOc1cccc2cccnc12
→ i	i	-35.8	i	i	i	i	13.9	0.0	-64.5	4.2
CCN(CC)CCNC(=O)c1cc2c(s1)-c1ccccc1SC2
→ i	i	10.0	i	i	i	i	-2.9	-8.6	-20.4	-0.6
C=C(c1cccc2ccccc12)P(=O)(O)O
→ i	i	-4.3	i	i	i	i	0.4	4.1	3.2	0.2
COc1ccc(-c2csc(Cc3nnc4n3CCCCC4)n2)cc1OC
→ i	i	24.4	i	i	i	i	-6.7	4.1	-33.8	-0.3
Cc1noc(NS(=O)(=O)c2ccc(NC(=O)c3nn(-c4ccccc4)ccc3=O)cc2)c1C
→ i	i	17.0	i	i	i	i	-2.1	12.7	-19.9	-0.5
CCOC(=O)c1ccc(C(=O)NNC(=O)C2C3C=CC(C3)C2C(=O)O)cc1 (stereo unspecified)
→ i	i	.	i	i	i	i	-5.5	.	-17.7	.
COc1ccccc1CCC(=O)OCC(=O)Nc1cc(C)nn1-c1ccccc1
→ i	i	1.9	i	i	i	i	.	-10.0	.	0.0

The results go on:
Sequence of screens – TRPC4 agonist	TRPC6 activator	aSyn 5UTR inh	MrgX1 antag	TRPC6 inhibitor	TRPC4 PAM	TRPC4 inh	IEC-6 tox	SKKanGAS inh	KLF5 inhibitor	HIF activator
CCCCn1c(N)c(N(CCC(C)C)C(=O)C2CCCN(C(=O)c3ccc(Cl)cc3)C2)c(=O)[nH]c1=O (stereo unspecified)
→ i	i	-0.9	i	i	i	i	.	-4.9	.	1.5
Cc1ccc(CNC(=O)C(C(=O)NCc2ccc(C)o2)c2ncc(C(F)(F)F)cc2Cl)o1
→ i	i	19.9	i	i	i	i	-4.6	-0.4	-10.1	-1.2
COc1ccc(OC)c(C2=NOC(C(=O)Nc3cccc(C(C)=O)c3)C2)c1 (stereo unspecified)
→ i	i	12.5	i	i	i	i	-4.9	-0.3	-6.8	-0.3
COc1ccc(S(=O)(=O)NC2CCCCC2)cc1C
→ i	i	-4.5	i	i	i	i	-1.8	0.4	-19.8	0.0
Cc1cc2ncn(CCOc3ccccc3C#N)c2cc1C
→ i	i	-38.7	i	i	i	i	3.3	-11.7	-15.9	0.0
CCn1c(C)nc([N+](=O)[O-])c1C(=O)O
→ i	i	0.1	i	i	i	i	-4.1	-7.5	-9.4	0.9
CC(C)(C)CC(=O)N[C@@H](Cc1ccccc1)c1nc2ccccc2[nH]1
→ i	i	-2.6	i	i	i	i	-3.6	0.1	1.0	-0.7
COc1ccc(NCc2ccsc2)cc1
→ i	i	-60.5	i	i	i	i	-6.3	-1.3	-27.3	2.2
CCC(=O)N(C)CCc1cc2c(c(OC)c1/C=N/NS(=O)(=O)c1ccc(C)cc1)OCO2
→ i	i	9.1	i	i	i	i	-8.8	-4.7	-3.6	-0.1
CC1CCc2c(sc(NC(=O)CSc3ncnc4c3cnn4-c3ccccc3Cl)c2C#N)C1 (stereo unspecified)
→ i	i	30.4	i	i	i	i	2.0	-1.2	-19.9	0.1

Source: PubChem
